SIRT5 inh = blocks human SIRT5 desuccinylation of peptide; hit rate 1.1% among 330,000; AID 652115; inhibition, % at 15 µM; Purified SirT5, succinyl-peptide AMC, trypsin-coupled fluorescence; in the data active means inhibition above about 15%; inconclusive means no clear call, values can overlap the other calls
Target sequence (Q9NXA8 whole entry, looked up): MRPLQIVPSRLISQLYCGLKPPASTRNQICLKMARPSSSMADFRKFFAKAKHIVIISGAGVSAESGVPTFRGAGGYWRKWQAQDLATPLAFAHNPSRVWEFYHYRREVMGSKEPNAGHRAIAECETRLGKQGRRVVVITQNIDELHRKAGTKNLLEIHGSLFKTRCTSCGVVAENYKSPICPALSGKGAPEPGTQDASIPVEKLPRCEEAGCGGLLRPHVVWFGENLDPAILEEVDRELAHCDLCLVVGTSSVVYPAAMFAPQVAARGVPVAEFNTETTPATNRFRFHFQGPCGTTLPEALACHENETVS
PglD inh = blocks C. jejuni PglD acetyltransferase activity; purified PglD enzyme, DTNB colorimetric CoA detection; inhibition, % at 12.5 µM; hit rate 0.098% among 360,000; AID 602405; in the data active means inhibition above about 16%, passing the limit was not always enough; inconclusive means no clear call, values can overlap the other calls; further: strong numbers were not always called active
C2C12 statin = suppression of simvastatin myotoxicity. C2C12 myotubes + simvastatin, ATP luminescence, 48 h; scaled: DMSO 0, geranylgeraniol control 100. rescue of ATP level, % at 7.49 µM. hit rate 0.78% among 330,000. AID 602340;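 active means mean ATP rescue above about 67%, or every replicate alone reaching that limit, limit read from the data, passing the limit was not always enough; inconclusive means no clear call, values can overlap the other calls; inactive means mean under the limit and some replicate under it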;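 further: myotubes were challenged with 10 µM simvastatin during compound exposure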
E-sel inducer = E-selectin induction on HUVECs. HUVEC E-selectin immunofluorescence imaging; normalized: neutral wells 0, TNF-alpha wells 100. activation, % at 7.58 µM. hit rate 0.37% among 260,000. AID 686992;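 active means mean E-selectin-positive cell signal at least 10% of the positive control, reached in at least 60% of replicates, without over 20% cell loss; inconclusive means no rule given, readout overlaps actives, possibly toxicity-flagged; inactive means the rest, including those meeting only one limit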;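 further: in these data hits start at about 27%; measured in HUVEC primary endothelial cells; signal is the percent of cells scored E-selectin positive by PE staining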
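Assay system: HUVEC, human umbilical vein endothelial cells / Amount: 3,000 HUVEC/well / Controls: TNF-alpha positive control, DMSO neutral control / Compound dosing: single concentration / Medium: EGM-2 over gelatin coat / Evaluation: percent E-selectin-positive cells / Signal: immunofluorescence imaging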
S100A4 MyoIIA = inhibitors of human S100A4 binding to myosin IIA peptide; P26447; S100A4/TAMRA-MyoIIA peptide fluorescence polarization; inhibition, % at 10.7 µM; hit rate 0.14% among 360,000;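 active means mean inhibition of at least 70% across replicates, with every replicate also reaching that level; inconclusive means mean inhibition reaches 70% but some replicates fall short; inactive means mean inhibition below 70%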
Target sequence (P26447 whole entry, looked up): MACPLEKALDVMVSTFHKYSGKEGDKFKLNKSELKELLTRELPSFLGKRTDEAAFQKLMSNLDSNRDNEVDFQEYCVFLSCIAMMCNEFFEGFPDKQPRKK
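Test system: S100A4 monomer protein; Medium: HEPES pH 7.2 with CaCl2, KCl, NaCl, DTT, Triton; Probe or stimulus: TAMRA-labelled myosin IIA heavy-chain peptide probe, 5 nM; Doses: one dose per compound; Times: polarization read 5 min after assay mix addition, stable 5–60 min; Benchmarks: neutral control DMSO, positive control TFP.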
DENV2 CPE rescue = protects cells from dengue virus 2 cytopathic effect; DENV2-infected cells, cytopathic effect rescue, plate reader; CPE inhibition, % at 9.99 µM; hit rate 1.7% among 350,000; in the data active means CPE inhibition above about 20%, passing the limit was not always enough; inconclusive means no clear call, values can overlap the other calls; tested in BHK-21 cells;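 further: 0% = median of neutral control wells and 100% = median of positive control wells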
ERp5 block = blocks human ERp5 reductase activity on insulin | inhibition, % at 9.99 µM | ERp5 insulin aggregation, absorbance 650 nm, 90 min | hit rate 0.05% among 350,000;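 active means mean replicate inhibition above about 25%, with every replicate also reaching it, limit read from the data, passing the limit was not always enough; inconclusive means only one of those two criteria met; inactive means neither criterion met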
Target sequence (Q15084 whole entry, looked up): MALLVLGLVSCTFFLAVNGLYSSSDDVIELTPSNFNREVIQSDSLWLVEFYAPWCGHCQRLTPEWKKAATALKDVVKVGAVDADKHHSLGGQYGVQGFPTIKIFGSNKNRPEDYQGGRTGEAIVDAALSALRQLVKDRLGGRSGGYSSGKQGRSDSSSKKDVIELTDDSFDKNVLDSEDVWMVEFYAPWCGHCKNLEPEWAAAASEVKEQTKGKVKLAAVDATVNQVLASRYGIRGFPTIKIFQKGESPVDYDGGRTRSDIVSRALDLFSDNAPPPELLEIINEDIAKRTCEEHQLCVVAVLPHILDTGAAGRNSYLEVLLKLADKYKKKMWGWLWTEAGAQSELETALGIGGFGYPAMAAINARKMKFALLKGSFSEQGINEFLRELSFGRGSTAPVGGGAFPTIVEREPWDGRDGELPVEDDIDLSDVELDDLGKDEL
Starred values were filed as active, the others as inactive; ? = inconclusive; . = no result given.

structure	SIRT5 inh	PglD inh	C2C12 statin	E-sel inducer	S100A4 MyoIIA	DENV2 CPE rescue	ERp5 block
Cc1ccc(-c2ccc3c(c2)O[C@@H](CN(C)Cc2ccc(C(=O)O)cc2)[C@@H](C)CN([C@@H](C)CO)S3(=O)=O)cc1	0.3	1.6	9.8	0.0	-22.0	-7.5	-0.1
O=C(Cn1cnc2scc(-c3ccc(Br)cc3)c2c1=O)N1CCOCC1	-3.0	.	.	.	-0.5	-1.7	2.0
O=C(Nc1cccc2c1CCCC2)c1cccc(F)c1	4.8	-5.8	-6.0	.	1.5	4.2	3.2
CSCCC(NC(=O)c1cccc(C)c1)C(=O)OCC(=O)Nc1c(C)nn(-c2ccccc2)c1C (configuration not stated)	2.0	.	.	0.0	-6.3	6.4	-1.6
C=CCN(C(=O)c1csnn1)C(C(=O)NC1CCCC1)c1ccccc1 (configuration not stated)	-4.6	-5.0	-2.2	.	-1.1	9.1	1.4
O=C(O)c1ccccc1C(=O)Nc1c(-c2ccccc2)nc2ccccn12	-2.7	7.7	0.3	.	9.5	2.3	0.5
COc1cc(Nc2ccc(C(=O)O)cc2[N+](=O)[O-])cc(OC)c1	1.0	.	.	.	-5.2	-2.8	8.2
C=CCC(O)(CC=C)CNC(=O)c1ccc(OC)c(OC2CCN(C(C)=O)CC2)c1	-5.3	-1.4	-7.5	-0.1	-2.9	2.2	4.5
CC(=O)C(Sc1ccc2nnc(-c3cccnc3)n2n1)C(C)=O	3.4	-8.1	0.9	.	-8.7	2.5	2.7
CN(C1CCCCC1)C(CNS(=O)(=O)c1ccc(Cl)cc1)c1ccccc1 (configuration not stated)	-2.3	.	-1.0	1.6	2.9	-3.0	3.0

A different layout for 8 compounds above.
Values run as follows: SIRT5 inh, PglD inh, C2C12 statin, E-sel inducer, S100A4 MyoIIA, DENV2 CPE rescue, ERp5 block
O=C(Nc1cccc2c1CCCC2)c1cccc(F)c1
→ 4.8, -5.8, -6.0, ., 1.5, 4.2, 3.2
CSCCC(NC(=O)c1cccc(C)c1)C(=O)OCC(=O)Nc1c(C)nn(-c2ccccc2)c1C (configuration not stated)
→ 2.0, ., ., 0.0, -6.3, 6.4, -1.6
C=CCN(C(=O)c1csnn1)C(C(=O)NC1CCCC1)c1ccccc1 (configuration not stated)
→ -4.6, -5.0, -2.2, ., -1.1, 9.1, 1.4
O=C(O)c1ccccc1C(=O)Nc1c(-c2ccccc2)nc2ccccn12
→ -2.7, 7.7, 0.3, ., 9.5, 2.3, 0.5
COc1cc(Nc2ccc(C(=O)O)cc2[N+](=O)[O-])cc(OC)c1
→ 1.0, ., ., ., -5.2, -2.8, 8.2
C=CCC(O)(CC=C)CNC(=O)c1ccc(OC)c(OC2CCN(C(C)=O)CC2)c1
→ -5.3, -1.4, -7.5, -0.1, -2.9, 2.2, 4.5
CC(=O)C(Sc1ccc2nnc(-c3cccnc3)n2n1)C(C)=O
→ 3.4, -8.1, 0.9, ., -8.7, 2.5, 2.7
CN(C1CCCCC1)C(CNS(=O)(=O)c1ccc(Cl)cc1)c1ccccc1 (configuration not stated)
→ -2.3, ., -1.0, 1.6, 2.9, -3.0, 3.0

(continued)
structure	SIRT5 inh	PglD inh	C2C12 statin	E-sel inducer	S100A4 MyoIIA	DENV2 CPE rescue	ERp5 block
O=C(COc1ccc(Br)cc1)NC(=S)Nc1ccccc1N1CCOCC1	-2.4	3.9	-6.1	0.0	3.9	-4.5	-2.4
COc1ccc(CNC(=O)C[C@H]2C[C@H]3c4cc(NS(=O)(=O)c5ccc(F)cc5)ccc4O[C@H]3[C@H](CO)O2)cc1	6.4	3.9	-9.8	-0.2	49.4	0.1	2.7
CCCCNC(=O)c1nc(-c2cccnc2)oc1-c1ccc(OC(F)(F)F)cc1	-5.3	.	.	-1.3	-3.4	-5.5	0.9
COc1ccc(C(=O)NCCN2CCOCC2)cc1S(=O)(=O)Nc1ccc(C)cc1	0.4	-0.8	6.2	-0.3	-8.8	?	-2.2
CNC(=O)c1c(NC(=O)c2ccc3ncsc3c2)sc(C)c1C	-1.4	1.5	-2.2	-0.2	2.6	-5.2	-3.6
CC(=O)OCCNc1cc(N2CCN(C)CC2)c2noc3c2c1C(=O)c1ccccc1-3	-1.5	-1.0	22.4	1.1	-58.4	-4.4	3.0
Cc1ccc(S(=O)(=O)N/N=C\c2ccc([N+](=O)[O-])o2)cc1C	0.8	1.5	16.2	0.0	-2.5	-3.1	-2.4
COc1ccccc1-c1cc2nc(NCCc3ccc(S(N)(=O)=O)cc3)ccn2n1	.	1.6	5.5	.	-0.1	-2.6	-6.9
O=[N+]([O-])/C(C(Cl)=C(Cl)Cl)=C(/Sc1ccccc1)N1CCCCC1	-3.6	.	.	.	-1.0	4.2	2.7
COc1ccc(-c2cnc3c(c2)C(=O)N([C@H](C)CO)C[C@@H](C)[C@@H](CN(C)Cc2ccccc2)O3)cc1	-0.5	1.4	57.9	-0.2	8.9	-7.3	-2.4

(list continues)
structure	SIRT5 inh	PglD inh	C2C12 statin	E-sel inducer	S100A4 MyoIIA	DENV2 CPE rescue	ERp5 block
COC(=O)C[C@H]1CC[C@H]2[C@@H](COc3ccc(NC(=O)NC(C)C)cc3C(=O)N2C)O1	-3.9	0.2	9.5	0.0	5.1	16.7	5.4
CO[C@@H]1CN(C)C(=O)c2ccc(NC(=O)C3CCOCC3)cc2OC[C@@H](C)N(CC2CCCCC2)C[C@H]1C	.	-0.1	7.6	0.6	-7.8	53.7*	-1.8
CCCCn1c(N)c(N(CC(C)C)C(=O)CN(C)S(=O)(=O)c2ccc(F)cc2)c(=O)[nH]c1=O	-2.2	4.5	-0.1	.	-1.1	-8.5	-1.4
CCCCOC(=O)C1=C(C)NC(=O)NC1c1ccc(OC)cc1 (configuration not stated)	-3.9	-5.3	6.9	.	-3.7	1.9	-0.9
Cc1c(C(=O)NCc2cccc(C(F)(F)F)c2)sc(=O)n1Cc1cccc(F)c1	5.4	-6.3	45.1	-2.5	-6.3	-9.9	4.5
O=C(CCc1nc2ccccc2c(=O)[nH]1)N1CCN(S(=O)(=O)c2ccc(F)cc2)CC1	-1.5	0.0	-3.1	.	-1.3	2.1	-0.5
CC1CCN(C(=O)Cn2c(=O)oc3cc(S(=O)(=O)N4CCCCC4)ccc32)CC1	1.0	-5.8	9.2	.	-3.8	10.1	-0.5
COc1cccc(NC(=O)CCc2c(C)nc3nc(CNC(=O)c4cccc(F)c4)nn3c2C)c1	-0.2	-6.4	1.1	.	1.0	0.5	2.8
O=C(CN1CCCCCC1)Nc1nc2ccccc2s1	-1.2	-14.4	5.3	.	-0.7	-1.8	2.9
CO[C@@H]1CN(C)C(=O)c2ccc(NS(=O)(=O)c3ccccc3)cc2OC[C@@H](C)N(C(=O)NC(C)C)C[C@@H]1C	-3.4	3.1	-13.8	2.2	-1.0	-5.0	3.5

Following part
structure	SIRT5 inh	PglD inh	C2C12 statin	E-sel inducer	S100A4 MyoIIA	DENV2 CPE rescue	ERp5 block
O=C(Nc1cccc(F)c1)N1C[C@@H]2[C@H](c3ccccc31)[C@H](CO)N2C(=O)Cc1ccccn1	2.0	0.9	-15.8	0.3	7.2	18.7	4.1
CN(C)Cc1c(C(=O)N/N=C/c2ccc(OCc3ccc(F)cc3)cc2)nnn1-c1nonc1N	-1.6	-0.6	5.6	.	3.0	3.5	-2.5
CO[C@@H]1CN(C)C(=O)c2cc(NC(=O)NC3CCCC3)ccc2OC[C@H](C)N(CC2CC2)C[C@@H]1C	3.2	.	.	0.9	6.8	12.2	-2.8
CCOc1ccc(-c2c(C(=O)N/N=C/c3ccc(C)cc3)nnn2-c2nonc2N)cc1	-0.2	.	6.1	0.2	-5.5	-1.2	3.2
C[C@@H]1CN([C@@H](C)CO)C(=O)c2cccc(NS(=O)(=O)c3cn(C)cn3)c2O[C@@H]1CN(C)S(=O)(=O)c1cn(C)cn1	-0.4	0.4	-31.9	0.5	-1.5	27.3*	13.3
Cc1ccc(S(C)(=O)=O)cc1C(=O)OCC(=O)N1CCCC1=O	-2.0	-1.5	-0.6	.	-1.1	10.3	1.0
COc1ccc(OC)c(CN2CCC(Cc3ccccc3)CC2)c1	-1.4	-6.8	-8.9	0.3	-1.1	11.0	6.5
COc1ccc([N+](=O)[O-])cc1NC(=O)CCC(=O)c1cccs1	-2.9	.	.	-0.1	-5.0	6.0	4.0
C[C@@H]1CN([C@@H](C)CO)C(=O)c2cc(NC(=O)c3ccncc3)ccc2O[C@H]1CN(C)C(=O)Nc1ccccc1	-1.5	1.2	-11.9	11.9	-7.2	5.5	3.2
COc1ccc2c(c1)CCN(C(=O)CCl)C2C1C(=O)CCCC1=O (configuration not stated)	0.6	.	.	.	2.8	4.4	-0.1

New compounds follow.
structure	SIRT5 inh	PglD inh	C2C12 statin	E-sel inducer	S100A4 MyoIIA	DENV2 CPE rescue	ERp5 block
O=C(O)C[C@H]1c2cc(F)ccc2S(=O)(=O)N1C1CCCC1	-2.6	-0.6	6.2	0.1	-1.4	-14.9	0.0
CCCCNC(=O)C1C2C=CC(C2)C1C(=O)O (configuration not stated)	-1.1	.	.	.	3.9	-3.4	2.6
CCC(C(=O)O)n1c2ccccc2c2cn[nH]c(=O)c21 (configuration not stated)	-1.7	-0.8	-2.7	3.6	-6.0	?	2.2
COc1cc2c(cc1OC)C(c1cc3ccc(C)cc3[nH]c1=O)N(C(=O)c1ccco1)CC2 (configuration not stated)	5.4	-3.0	-1.7	.	-0.2	-2.2	0.9
COc1ccc(CCNS(=O)(=O)c2ccc(S(=O)(=O)N3CCCC3)cc2)cc1OC	-0.7	.	.	.	-3.3	-3.5	1.3
CSCCC(NC(=O)c1ccccc1)C(=O)OCC(=O)c1ccc[nH]1 (configuration not stated)	0.0	.	.	.	-7.1	-10.8	1.0
Cc1ccc(NC(=O)CN2c3cccc4cccc(c34)S2(=O)=O)cc1	-2.7	4.3	-3.9	.	8.5	4.0	0.8
CN(C)S(=O)(=O)c1ccc(C(=O)Nc2ccc3nc(N4CCOCC4)sc3c2)cc1	-4.2	-0.4	4.6	2.8	-8.0	-10.6	5.3
COc1ccccc1CC(=O)Nc1ccc(F)cc1F	6.0	.	.	.	-2.3	8.6	-1.7
CCC(O)(C(=O)Nc1ccccc1C(F)(F)F)c1ccccc1OC (configuration not stated)	-2.3	0.9	-7.8	-0.1	2.4	?	1.2

Carrying on:
structure	SIRT5 inh	PglD inh	C2C12 statin	E-sel inducer	S100A4 MyoIIA	DENV2 CPE rescue	ERp5 block
Clc1ccccc1OCCn1nnc2ccccc21	1.3	-9.3	22.9	0.0	-2.0	-0.2	3.4
COC(C(=O)Nc1ccc(Br)cc1F)c1ccccc1 (configuration not stated)	-6.5	.	.	-0.6	2.9	2.1	2.2
O=S1(=O)C[C@@H](N2CCN(c3ccccc3)CC2)[C@H](COCc2ccccc2)N1	0.3	5.4	1.2	-0.1	19.3	-4.1	3.4
COc1ccccc1C(=O)NC(CCSC)C(=O)NNC(=O)C(C)Oc1ccccc1F (configuration not stated)	-1.1	-0.8	5.1	-0.4	-4.9	-2.5	6.3
Cc1ccc(N=c2c([N+](=O)[O-])nn(-c3ccccc3)n2O)c(C)c1	-3.1	0.5	19.5	.	0.6	-0.4	1.7
O=C(Cn1nc(Cl)nc1Cl)c1ccccc1	0.4	-4.1	-13.5	.	4.5	19.1	-1.6

Assay outcomes: PubChem BioAssay, Broad Institute

Some of the compounds tested, so the mix of outcomes need not match the whole.
